High-throughput results from PubChem BioAssay.
TDP1 inh: qHTS Assay for Inhibitors of Tyrosyl-DNA Phosphodiesterase (TDP1); Tyrosyl-DNA phosphodiesterase 1 (Homo sapiens), Q9NUW8; recombinant TDP1, AlphaScreen DNA substrate cleavage; Potency, µM (titrated, usually from 130 µM), for the others: top-dose activity change, negative = inhibition, hits mostly inhibitors; 0.28% of 350,000 active; also: nearly all actives have a fitted effect of over 40% in size
Target sequence (Q9NUW8 whole entry, looked up): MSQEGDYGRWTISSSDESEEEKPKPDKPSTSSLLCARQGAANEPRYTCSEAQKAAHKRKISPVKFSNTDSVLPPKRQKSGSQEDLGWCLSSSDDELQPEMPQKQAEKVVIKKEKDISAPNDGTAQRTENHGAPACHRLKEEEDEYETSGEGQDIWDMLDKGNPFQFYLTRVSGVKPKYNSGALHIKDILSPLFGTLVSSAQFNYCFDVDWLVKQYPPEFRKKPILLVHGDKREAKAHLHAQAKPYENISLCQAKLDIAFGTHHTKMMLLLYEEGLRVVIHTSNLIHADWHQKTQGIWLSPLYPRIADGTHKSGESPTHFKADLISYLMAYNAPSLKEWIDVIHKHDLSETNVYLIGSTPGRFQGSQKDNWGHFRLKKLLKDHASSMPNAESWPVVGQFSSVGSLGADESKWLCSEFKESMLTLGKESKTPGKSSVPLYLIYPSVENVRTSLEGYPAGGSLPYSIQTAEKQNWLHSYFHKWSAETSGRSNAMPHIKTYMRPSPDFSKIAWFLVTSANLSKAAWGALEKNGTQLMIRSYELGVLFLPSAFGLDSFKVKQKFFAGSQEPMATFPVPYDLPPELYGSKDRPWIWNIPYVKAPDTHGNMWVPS
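Steps: enzyme plus compound, 15 min RT; add biotin/phosphotyrosine-FITC oligonucleotide (15 nM final), react 5 min; add donor/acceptor beads (10 ug/ml final), 10 min; read AlphaScreen. Tdp1 at 1 nM final.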
N370S GC mod: qHTS Assay for Inhibitors and Activators of N370S glucocerebrosidase as a Potential Chaperone Treatment of Gaucher Disease; Lysosomal acid glucosylceramidase (Homo sapiens), P04062; AID 2101, 2009; N370S GC spleen homogenate, 4MU-glucoside fluorescence; 0.092% of 330,000 active; Potency, µM (doses to about 59.4 µM), inactives show at the top dose activity change, negative = inhibition, usual class: inhibitors;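 also: 0% = full enzyme activity and -100% = no enzyme basal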
DT40 TDP1 no CPT: qHTS for Inhibitors of human tyrosyl-DNA phosphodiesterase 1 (TDP1): qHTS in cells in absence of CPT; DT40 Tdp1-/- hTDP1 cells, no CPT, ATP luminescence, 48 h; Potency, µM (top dose mostly 46.2 µM), without a hit: top-dose activity change, negative = growth inhibition, hits mostly inhibitors; 15% of 420,000 active; AID 686978, 2013; also: nearly all actives have a fitted effect of over 55% in size
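Luminescent ATP content (CellTiter-Glo) served as the growth readout. Knockout chicken DT40 cells expressing human TDP1 were exposed to compounds without camptothecin for a minimum 48 hr at 37 °C.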
* = called active by the depositor; ? = inconclusive; nt = not tested or not shown; & = joins results of further samples; [ ] = another dose, or the depositor's remark. Calls follow the shape of the dose curve; as a rule, active = well fitted curve in the direction sought with a large enough effect; inconclusive = small, poorly fitted or top-dose-only effect, or another doubt; inactive = no such curve, though single readings can be large; an effect the other way counts as inactive or inconclusive. Unless noted, % is scaled to controls: 0 for no effect and ±100 for the full control effect; potency is read from the fitted curve at half-maximal effect. Only part of the results is shown; count on the stated rates, not on these rows.

SMILES	TDP1 inh	N370S GC mod	DT40 TDP1 no CPT
CCOC(=O)C1=C(C)C2C3C(=O)N(c4cc(C)ccc4C)C(=O)C3C1(C)C1C(=O)N(c3cc(C)ccc3C)C(=O)C21 (stereo not given)	3%	-3%	?
Cc1nc2c(C)cccn2c(=O)c1NC(=O)c1ccc2c(c1)OCO2	-7%	-11%	-7%
CCNc1nc(-c2ccc(OC(F)F)cc2)c(C)s1	5%	2%	-25%
Cc1ccc(C)c(S(=O)(=O)N2CCN(C(=O)c3ccc(-n4cncn4)c([N+](=O)[O-])c3)CC2)c1	5%	-6%	?
COc1ccc(NC(=O)CN2C(=O)COc3ccc(S(=O)(=O)N4CCCCC4)cc32)cc1OC	3%&1%	-15%	?
Cc1ccc(C(=O)OCC(=O)Nc2sc3c(c2C#N)CCCCC3)cc1NC(=O)c1ccco1	8%	25%	-10%
c1ccc(OCc2nnc3n2CCCCC3)cc1	nt	14%	15%
CCOC(=O)N1CCN(C(=O)Cn2cnc3ccccc3c2=O)CC1	0%	11%	-8%
Cc1ccc(NC(=O)c2ccc(N3CCOCC3)c([N+](=O)[O-])c2)cc1S(=O)(=O)N1CCOCC1	5%	-1%	7.3µM*
Cc1cc(NS(=O)(=O)c2ccccc2)n(-c2ccccc2)n1	5%	0%	-5%
COc1ccc(C2=NN(C(=O)CSc3cn(C)c4ccccc34)C(c3ccc(OC)cc3)C2)cc1 (stereo not given)	9%	22%	?
CCOc1c(OC(C)=O)ccc(/C=C/c2ccc3cccc(OC(C)=O)c3n2)c1[N+](=O)[O-]	12%	-7%	?

Another view of some results above:
| Compound | TDP1 inh | N370S GC mod | DT40 TDP1 no CPT |
| --- | --- | --- | --- |
| CCOc1c(OC(C)=O)ccc(/C=C/c2ccc3cccc(OC(C)=O)c3n2)c1[N+](=O)[O-] | 12% | -7% | ? |
| CCOC(=O)N1CCN(C(=O)Cn2cnc3ccccc3c2=O)CC1 | 0% | 11% | -8% |
| CCNc1nc(-c2ccc(OC(F)F)cc2)c(C)s1 | 5% | 2% | -25% |
| Cc1nc2c(C)cccn2c(=O)c1NC(=O)c1ccc2c(c1)OCO2 | -7% | -11% | -7% |
| Cc1ccc(C(=O)OCC(=O)Nc2sc3c(c2C#N)CCCCC3)cc1NC(=O)c1ccco1 | 8% | 25% | -10% |

The list continues:
SMILES	TDP1 inh	N370S GC mod	DT40 TDP1 no CPT
O=C1CCC(C(=O)N2CCCCO2)CN1Cc1cccc(C(F)(F)F)c1 (stereo not given)	5%	4%	0%
CC(C)Oc1ccc(C(CC(=O)O)NC(=O)Cc2ccccc2)cc1 (stereo not given)	nt	-13%	2%
COc1ccc2oc(C(=O)OCC(=O)Nc3ccccc3OC)c(C)c2c1	3%	0%	-22%
Cn1c(C(=O)N(Cc2ccccc2)Cc2ccccn2)cc2sccc21	14%	11%	-21%
Cc1nn(C(C)C(=O)NC2CCC(C)CC2)c(=O)c2cc3sccc3n12 (stereo not given)	1%	nt	?
CCC(C)C(=O)Nc1nccs1 (stereo not given)	-3%	-2%	13%
CC(C)(C)c1ccc(C(=O)N/C(=C\c2cccs2)C(=O)NCc2ccco2)cc1	5%	-6%	-24%
COc1ccc(CN2CNc3nc4ccccc4n3C2)cc1	3%	-4%	-14%
C=CCn1cnnc1SCC(=O)NCC1COc2ccccc2O1 (stereo not given)	-2%	-7%	1%
O=C(Nc1cccc(O)c1)C1CC(c2ccc(Cl)cc2)=NO1 (stereo not given)	nt	-5%	6%
CCN(CCO)c1ncnc2c1sc1nc(C(C)C)c3c(c12)CC(C)(C)OC3	-2%	-18%	?
CCn1cc(C(=O)O)c(=O)c2cc(F)c(N3CCN(C(=S)NC(=O)c4ccccc4Cl)CC3)cc21	4%	-3%	?
COc1ccccc1-n1cnc2cc(C(=O)NCc3ccco3)ccc21	2%	7%	?
O=C(NC(=S)Nc1ccc(S(=O)(=O)Nc2nccs2)cc1)c1cccc(F)c1	3%	0%	-4%
COc1ccccc1CCNC(=O)CSc1nnc2ccc(-c3cccnc3)nn12	4%	-2%	10%
O=C(NNc1cccc([N+](=O)[O-])c1)/C(=C\c1cccnc1)NC(=O)c1ccccc1	nt	-16%	-19%
CN(C(=O)NC1CC(=O)N(c2ccc3c(c2)OCCO3)C1)c1ccccc1 (stereo not given)	nt	-8%	-5%
O=C(Nc1sc2c(c1C(=O)O)CCCC2)c1ccccc1Cl	nt	1%	5%
CCC(=O)Nc1ccc(NC(=O)c2ccccc2)nc1	-3%	-12%	-22%
COc1ccc(C(=O)N2CCCC(c3nc(-c4cccs4)no3)C2)cc1OC (stereo not given)	4%	5%	-2%
COc1ccccc1/C=C/C=N/n1c(-c2ccc(Cl)cc2Cl)n[nH]c1=S	-3%	-8%	?
COC(=O)[C@@H]1CC[C@H](C)[C@@H](c2ccc(C)cc2)N1C(=O)c1ccc(/C=N\O[C@@H]2O[C@H](COC(C)=O)[C@H](OC(C)=O)[C@H](OC(C)=O)[C@H]2OC(C)=O)cc1	8%[21 µM]	1%[12.8 µM]	nt
O=C(COC(=O)CCc1c[nH]c2ccccc12)NCc1ccc(Cl)cc1	5%	-7%	-29%
O=C(c1cccn2c(=O)c3cc(Cl)ccc3nc12)N1CCOCC1	-1%	7%	-13%
CC(NC(=O)c1ccccc1O)c1ccccc1 (stereo not given)	0%	4%	-13%
Cc1ccc(C(=O)N2CCC(C(N)=O)CC2)cc1C	9%	6%	-6%
CCN(CC)CCNC(=O)Cn1ncc2ccccc2c1=O	-1%	2%	4%
CCc1ccccc1NC(=O)CN(C)S(=O)(=O)c1ccc(-c2ccc(=O)[nH]n2)s1	2%	-5%	0%
COc1cccc(NC(=O)N(Cc2cn(C)c3ccccc23)C2CCCCCC2)c1	2%	nt	5.8µM*
CCOc1ccc(S(=O)(=O)NCCc2c(C)[nH]c3c(Cl)cccc23)cc1C	7%	nt	?
Cc1cc(NC(=O)CSCC(=O)NC(C)c2ccccc2)no1 (stereo not given)	-3%	nt	5%
Cc1cc(-c2nnc(CCC(=O)NC(C)c3ccc(F)cc3)o2)no1 (stereo not given)	-2%	-1%	-7%
Cc1cccc(C)c1OCC(=O)Nc1cc(Cl)ccc1-n1cncn1	nt	0%	-21%
COc1ccc(S(=O)(=O)c2c(Nc3ccc(C)cc3C)sc(C(=O)c3ccc(F)cc3)c2N)cc1	8%	nt	?
CN1C(=O)[C@@H]2C[C@@]3([C@@]45C[C@H]6C(=O)N(C)[C@@H](Cc7ccccc7)C(=O)N6[C@@H]4Nc4ccccc45)c4ccccc4N[C@H]3N2C(=O)[C@@H]1Cc1ccccc1	5%	-8%	?
Cc1ccc(C(=O)NNC(=S)NCC2CCCO2)cc1[N+](=O)[O-] (stereo not given)	4%	-1%	?
O=[N+]([O-])c1ccc(NCCCN2CCOCC2)c([N+](=O)[O-])c1	2%	-3%	-24%
COc1cccc(C(=O)N/N=C(/CCC(=O)O)c2ccccc2)c1	3%	-4%	6%
CC(=O)N1CCN(S(=O)(=O)c2ccc3c(c2)CC(=O)N3)CC1	-3%	nt	11%
NNC(=O)c1sc2nc(N3CCOCC3)c3c(c2c1N)CCCC3	7%	-5%	?
CC1(c2nnc(-c3cccc(Cl)c3)o2)CC(c2ccccc2Br)=NO1 (stereo not given)	nt	15%	-17%
C#CCNC(=O)C1=C[C@@H](c2ccc(C(F)(F)F)cc2)[C@H](CCCO)[C@@H](OCC)O1	3%	24%	?
COc1ccc(CCNc2nc3c(-c4cccc(F)c4)nnn3c3ccccc23)cc1OC	1%	nt	-26%
COc1ccccc1-c1nnc(SCC(=O)NC2CC2)n1C	1%	nt	-2%
O=C(O)/C=C/c1cccc2c1OCCO2	6%	7%	2%
CC(=O)c1ccccc1NS(C)(=O)=O	-1%	-4%	-14%
Nc1c(C(=O)OCC(=O)NCc2ccccc2)[nH]c(=O)[nH]c1=O	1%	4%	6%
COc1ccc(Cl)cc1NC(=O)c1ccco1	0%	3%	?

Profiles, quoted from the list. Values in the order: TDP1 inh | N370S GC mod | DT40 TDP1 no CPT
Profile of `O=[N+]([O-])c1ccc(NCCCN2CCOCC2)c([N+](=O)[O-])c1` : 2% | -3% | -24%
Profile of `CC(=O)N1CCN(S(=O)(=O)c2ccc3c(c2)CC(=O)N3)CC1` : -3% | nt | 11%
Profile of `NNC(=O)c1sc2nc(N3CCOCC3)c3c(c2c1N)CCCC3` : 7% | -5% | ?
Profile of `COc1ccc(CCNc2nc3c(-c4cccc(F)c4)nnn3c3ccccc23)cc1OC` : 1% | nt | -26%

Further entries:
SMILES	TDP1 inh	N370S GC mod	DT40 TDP1 no CPT
COc1ccc(-c2nc(-c3ccncc3)no2)cc1	nt	-9%	-21%
CCOC(=O)COc1ccc(CC)cc1C(=O)c1ccn2nc(-c3ccc(Cl)cc3)cc2n1	3%	nt	21µM*
COc1ccc(C(=O)CN(CCC(=O)O)S(=O)(=O)c2ccc([N+](=O)[O-])cc2)cc1	nt	-4%	3%
N/C(=N\OC(=O)Cc1ccccc1[N+](=O)[O-])c1ccncc1	1%	12%	-10%
Cc1cc(C)nc(N/C(=N\S(=O)(=O)Cc2ccccc2)Nc2ccc(F)c(Cl)c2)n1	-8%	?	26µM*
Cc1ccccc1NC(=O)N1CCc2ccccc2C1	0%	-2%	-3%
CC(OC(=O)c1ccccn1)C(=O)Nc1ccc(C(F)(F)F)cc1 (stereo not given)	-1%	nt	-9%
Cc1ccc(NC(=O)COC(=O)CCC(=O)c2ccc(Cl)cc2)cc1S(=O)(=O)N(C)C	-3%	-1%	4%
O=C(OC(C(=O)NCc1ccco1)C(OC(=O)c1ccccc1)C(=O)NCc1ccco1)c1ccccc1 (stereo not given)	2%	5%	-2%
CCN(C(=O)c1cnc(OC)cc1C(F)(F)F)c1ccc(Cl)cc1	0%	-9%	?
O=C(CCCCCNC(=O)c1ccccc1)C[N+](=O)[O-]	3%	0%	-16%
Nn1nnc2ccccc21	5%[56.1 µM]	2%&-2%	?
Cc1ccc(C)c(NC(=O)COC(=O)CCc2ccc(S(=O)(=O)N3CCOCC3)cc2)c1	3%	-1%	-17%
CC(NC(=O)Nc1ccc(F)cc1F)c1ccc2c(c1)OCO2 (stereo not given)	1%	0%	-5%
O=S1(=O)N=C(Nc2ccc(N3CCOCC3)c(Cl)c2)c2ccccc21	5%	-5%	?
CCCCc1ccc(NC(=O)COc2ccc(C(=O)Nc3ccccc3OC)cc2)cc1	1%	8%	nt
COC(=O)c1c(C(=O)OC)c(-c2cccc(C)c2)n2c1CS(=O)C2 (stereo not given)	0%	1%	-1%
O=C(NCc1cccnc1)c1nc(-c2ccc(C(F)(F)F)cc2)no1	3%	8%	13µM*
COc1ccc(C(NC(=O)/C=C/c2ccco2)c2ccc(OC)c(OC)c2)cc1 (stereo not given)	3%	12%	-4%
CSc1nnc(-c2cccn(Cc3ccccc3)c2=O)o1	6%	?	-17%
CS(=O)(=O)N(CC(=O)N1CCN(c2cccc(Cl)c2)CC1)C1CCCCC1	7%	0%	?
O=C(OCC(=O)N1CCCC1=O)c1cccc(S(=O)(=O)N2CCOCC2)c1	-2%	3%	2%
CSc1nc(N(C)C)c2ccccc2n1	1%	7%	-21%
COc1ccc(-c2cc(C(F)(F)F)nc(SCC(=O)NCCCN3CCOCC3)n2)cc1	2%	-18%	-8%
C=CCN1C(=O)C2(/C(=C(\O)c3ccc4c(c3)OCCO4)C(=O)C(=O)N2CCCOC)c2ccccc21 (stereo not given)	7%	-1%	-3%
COc1ccc(CN2CCN(Cc3cc4ccccc4o3)CC2CCO)cc1C (stereo not given)	5%	-6%	?
NC(=O)COC(=O)/C=C/c1ccccc1[N+](=O)[O-]	-7%	-3%	10%
Cc1cc(NC(=O)c2cccc(Br)c2)n[nH]1	6%	-22%	-11%
Cn1c(=O)[nH]c(=O)c2c1nc(NCCCn1ccnc1)n2CCOc1ccccc1	5%	-12%	?
COc1cccc(C(=O)Oc2c(CN3CCOCC3)cc(Cl)c3cccnc23)c1	7%	-5%	0.82µM*
CCOC(=O)c1cc(-c2ccc(OC)cc2)nn1-c1ccccc1C(=O)O	7.9µM*	-5%	14%
CSc1ncccc1C(=O)Nc1cccc(S(=O)(=O)N2CCCCCC2)c1	-2%	nt	29µM*
CC1CCCC(C)N1c1ccc(S(=O)(=O)N2CCOCC2)cc1Cl (stereo not given)	6%	-2%	?
Cc1cc(OC(=O)c2ccc(C(F)(F)F)cc2)c([N+](=O)[O-])c(=O)[nH]1	nt	-4%	-9%
COc1ccc(C)cc1NC(=O)c1cc2ccccc2o1	0%	24%	-19%
Cc1sc2ncn(CC(=O)N3CCN(c4ccccc4F)CC3)c(=O)c2c1S(=O)(=O)N1CCOCC1	9%	0%	?
